yeast cln2 rad14 = NCI yeast anticancer drug screen, S. cerevisiae cln2 rad14 strain | growth inhibition, % at 50 µM | 8.3% of 78,000 active | AID 165, 2004;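 further: 0% = growth of vehicle-only cultures of the same strain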
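Each compound was tested on cln2 rad14 yeast. Inhibition of growth was calculated against vehicle-exposed controls.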
yeast rad50 = NCI yeast anticancer drug screen, S. cerevisiae rad50 strain | AID 155, 2004 | growth inhibition, % at 50 µM | 10% of 79,000 active;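 further: 0% = growth of vehicle-only cultures of the same strain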
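Growth of the mutant yeast was measured after compound exposure and referenced to vehicle-treated cultures.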
yeast bub3 = NCI yeast anticancer drug screen, S. cerevisiae bub3 mutant strain | % growth inhibition at 50 µM | 9.9% of 78,000 active;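 further: 0% = growth of vehicle-only cultures of the same strain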
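Screening used yeast with an engineered genetic alteration affecting cell cycle control. Compound-exposed cultures were compared with vehicle cultures, and reduced growth was taken as inhibition.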
sgs1 mgt1 = NCI yeast anticancer drug screen, S. cerevisiae sgs1 mgt1 strain. % growth inhibition at 50 µM. 10% of 78,000 active;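 further: 0% = growth of vehicle-only cultures of the same strain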
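Read-out: growth inhibition vs vehicle controls. Cells: mutant yeast strain deficient in DNA damage repair.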
yeast mec2-1 = NCI yeast anticancer drug screen, S. cerevisiae mec2-1 strain. % growth inhibition at 50 µM. 9% of 79,000 active. AID 157, 2004;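 further: 0% = growth of vehicle-only cultures of the same strain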
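Compounds were applied to mec2-1 yeast cells. Their growth was then compared with that of vehicle-treated cultures to give growth inhibition.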
yeast mlh1 rad18 = NCI yeast anticancer drug screen, S. cerevisiae mlh1 rad18 strain. % growth inhibition at 50 µM. 11% of 79,000 active;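 further: 0% = growth of vehicle-only cultures of the same strain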
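Compound-treated yeast growth, normalised to vehicle controls. Strain bears defined DNA repair mutations.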
* = called active by the depositor; / = not tested or not shown; & = joins results of further samples. No stated cut-off is given here; in the data, active means growth inhibition above about 70%; inactive means the rest.

Fields: yeast cln2 rad14	yeast rad50	yeast bub3	sgs1 mgt1	yeast mec2-1	yeast mlh1 rad18
O=CC(O)CN1CCCC1 (stereo not given)
    97*	50	13	88*	53	93*
COC(=O)c1oc([N+](=O)[O-])c(-c2ccccc2)c1-c1ccccc1
    -12	7	7	29	12	24
O=C1C2CC3CC1CC(Cl)(C3)C2
    -21	8	5	7	6	-3
CN(C(=O)NC(C)(C)C)C1CCCCC1
    -25	5	5	10	-15	-14
c1ccc2c(CN3CCC(C4CCN(Cc5cccc6ccccc56)CC4)CC3)cccc2c1
    54	23	25	57	1	19
C=CC[N+](CCO)(CCO)CCCCCCCCCCCCCCCCCC
    96*	98*	98*	99*	99*	98*
S=C(S)NC1CCN(Cc2ccccc2)CC1
    48	56	62	49	31	26
COc1cc(C2SCC(=O)N2c2ccc(-c3ccc(-n4c(-c5ccccc5)nc5ccccc5c4=O)cc3)cc2)cc(OC)c1OC (stereo not given)
    52	26	72*	22	20	19
OCc1sccc1-n1cccc1
    6	-19	-49	-17	-47	-29
CC(C)c1cc(=O)c2cc3[nH]c4ccccc4c3cc2[nH]1
    68	50	11	51	53	54
C#CCOc1ccc(O)c(C(=O)OCCCOC(=O)c2cc(OCC#C)ccc2O)c1
    17	16	-2	-4	7	15
O=C(O)CCCc1ccc2ccc3ccccc3c2c1
    -2	-12	-57	-1	-7	16
Cn1c(=O)c2/c(n(C)c1=O)=N\C=c1\c(=O)n(C)c(=O)n(C)\c1=N\C=2
    -1	15	0	1	8	44
O=C(Cl)c1ccc2ccccc2c1
    -43	46	-20	3	8	29
CN=S(=O)(OCCCCOS(=O)(=NC)c1ccc(C)cc1)c1ccc(C)cc1 (stereo not given)
    -23	11	-23	-26	-14	-72
N#Cc1cnn2ccn(C3OC(COC(=O)c4ccccc4)C(OC(=O)c4ccccc4)C3OC(=O)c3ccccc3)c12 (stereo not given)
    -24	3	-15	0	4	-66
c1ccc(C2(c3ccccc3)OC3C4CCC(C4)C32)cc1 (stereo not given)
    1	58	15	19	-4	42
C=C1CN=C(Nc2ccc(Cl)cc2)S1
    17	-11	12	-15	18	-14
CC1(C)OS2(OC(C)(C)c3ccccc32)c2ccccc21
    9	-10	6	6	7	8
COc1ccc(C(=O)CC(c2ccccc2)C(C#N)c2ccccc2)cc1 (stereo not given)
    -73&-107	-6&2	-5&9	26&-6	-9&6	8&-7
OC(Cc1ccncc1)c1ccccc1Cl (stereo not given)
    20	35	-2	18	-21	1
COc1cc(C2SCC(=O)N2c2ccc(-c3ccc(-n4c(-c5ccccc5)nc5ccccc5c4=O)cc3)cc2)ccc1O (stereo not given)
    26	58	82*	65	34	74*
CC(C)(C)NNC(=O)/C(=C/c1ccc([N+](=O)[O-])cc1)NC(=O)c1ccccc1
    5	12	-6	-8	-17	-16
Cn1c(CCC2(C)Cc3ccccc3C(=O)O2)cc2ccccc2c1=O (stereo not given)
    28	55	75*	74*	70	49
C1CSC[C@H]2COC[C@@H](CSCCS1)S2
    19	0	9	-3	4	-8
O=C(O)c1c[nH]c2c(ccc3[nH]cc(C(=O)O)c(=O)c32)c1=O
    -32	-14	-41	-33	-36	-14
O=C1OC(C2OC(=O)C(=O)C2C(=O)c2ccc(Cl)cc2)C(C(=O)c2ccc(Cl)cc2)C1=O (stereo not given)
    30	83*	43	30	12	77*
C=CCOC(=O)N(C(=O)OCC=C)C(Cc1ccc(O)cc1)C(=O)NNc1ccccc1 (stereo not given)
    39	53	70	70	45	84*
Cc1cc2nnn(C3CCCO3)c2cc1C (stereo not given)
    -24	1	30	-29	-9	-20
Cc1ccc(C2CCC(C#N)=CN2C)cc1 (stereo not given)
    -39	12	-13	2	0	4

Reformatted as tab-separated lines: two of the compounds above
compound	yeast cln2 rad14	yeast rad50	yeast bub3	sgs1 mgt1	yeast mec2-1	yeast mlh1 rad18
COc1ccc(C(=O)CC(c2ccccc2)C(C#N)c2ccccc2)cc1 (stereo not given)	-73&-107	-6&2	-5&9	26&-6	-9&6	8&-7
OC(Cc1ccncc1)c1ccccc1Cl (stereo not given)	20	35	-2	18	-21	1

New compounds follow.
Fields: yeast cln2 rad14	yeast rad50	yeast bub3	sgs1 mgt1	yeast mec2-1	yeast mlh1 rad18
CC1CC/C(=N\O)CCCCC(=O)O1 (stereo not given)
    -33	-3	3	2	0	1
CC(=O)NNc1nc(C)c(C(=O)/C=C/C=C/c2ccccc2)s1
    10	-4	13	11	39	-22
CCCCCCCCCCCCCCCCOc1ccc(C(=O)NN)cc1N
    /	-19	/	/	-30	-15
Cc1cc(C)c(Cl)c(C(=O)O)c1C
    4	-27	-12	-3	-15	-28
Cc1nn(C)c2c1C(=O)N(C)CC(=O)N2C
    -14	-25	-21	-23	-39	-8
COC(=O)C(CC(=O)c1cc2c(cc1I)OCO2)Cc1cc(OC)c(OC)c(OC)c1I (stereo not given)
    -2	-23	-2	-30	-29	-25
CC(=O)Oc1ccc(O)c(O)c1C/C=C(\C)CC/C=C(\C)CC/C=C(\C)CCC=C(C)C
    21	47	49	41	31	18
O=C(/C=C\c1cccc2ccccc12)c1ccccn1
    87*	98*	97*	99*	94*	99*
COS(=O)c1cc(Cl)cc(Cl)c1O (stereo not given)
    -28	-1	-1	-11	5	2
O=C1CCC(Cc2ccccc2)CN1 (stereo not given)
    0	7	11	82*	20	4
OCC1CCN(CCOCc2ccccc2)C1 (stereo not given)
    -33	9	-7	-2	0	8
Nc1cn(Cc2ccccc2)c(=O)n(Cc2ccccc2)c1=O
    -58	-2	9	-10	-8	-24
COc1ccc(C2C3=CONC3CC3CCCCC32)cc1 (stereo not given)
    8	4	6	0	-34	6
O=C(CCCc1ccccn1)c1ccccc1
    5	2	-32	2	4	-1
COc1cccc(NC(=O)N2CCCCC2)c1
    -26	-16	-29	-14	-46	7
c1ccc(CNCCCNCCCCNCCCNCc2ccccc2)cc1
    -10	8	18	9	-6	7
COC(=O)c1ccc(/C=C2\Oc3ccccc3C2=O)cc1
    -8	-54	-23	-39	-62	-44
CN(C)C(=S)Oc1ccc2ccc3ccccc3c2c1
    4	21	25	44	8	39
COc1ccc(CCNC(=O)CCN2C(=O)CCC2=O)cc1OC
    -3	9	-15	2	-13	-3
Cn1c(=O)c2[nH]c(CCCc3ccc([N+](=O)[O-])cc3)nc2n(C)c1=O
    -27	-2	-40	-28	-6	5
O=C(O)COc1c(F)c(F)c(F)c(F)c1F
    27	-16	0	-15	-37	-22
C[C@H]1[C@H](C)CC[C@]2(C(=O)O)CCC3(COC(=O)/C=C/c4ccc(O)cc4)C(=CCC4[C@@]5(C)CC[C@H](O)C(C)(C)C5CC[C@]43C)[C@H]12 (stereo not given in full)
    3	1	4	-1	8	-5
C=COCCCOc1ccccc1
    15	8	11	13	5	21
COc1ccc(-c2nnc3cc(C)n4nnnc4n23)cc1OC
    9	5	12	14	6	16
COc1c(NC(=O)C(Br)C(Br)C(=O)O)cccc1[N+](=O)[O-] (stereo not given)
    85*	-21	-3	-8	20	-2
O=C(NCCCl)NCc1ccco1
    -39	-7	-5	-4	1	-1
NC(=S)N/N=C/C(=O)c1ccc(Br)cc1
    28	-10	6	9	30	8
CC(=O)C1CC2CCC1C2 (stereo not given)
    -12	10	1	-9	13	8
O=C(/C=C/C(=O)Oc1ccccc1Cl)Oc1ccccc1Cl
    -3	-6	-1	-3	-15	11
CCOC(=O)C(=O)Nc1c(C)cccc1C(C)(C)C
    4	-22	-17	-4	-30	-7

Some entries already given, showing only yeast bub3:
| SMILES | yeast bub3 |
| --- | --- |
| O=C(O)COc1c(F)c(F)c(F)c(F)c1F | 0 |
| CN(C)C(=S)Oc1ccc2ccc3ccccc3c2c1 | 25 |

(continued)
Fields: yeast cln2 rad14	yeast rad50	yeast bub3	sgs1 mgt1	yeast mec2-1	yeast mlh1 rad18
CC(C)CCCC(C)C1CCC2C3CCC4CC(=O)/C(=C\O)CC4(C)C3CCC12C (stereo not given)
    39	70*	26	79*	52	67
O=CC(O)C(O)C(O)C(O)C(O)C(O)CO (stereo not given)
    -2	16	6	28	11	20
CCC1(CC)C(=O)NN(C(=O)c2ccccc2)C1=O
    14	19	-4	28	-20	-43
CNc1nc(N)nc(N)c1N1CCN(c2ccc(C(=O)NC(CCCC(=O)O)C(=O)O)cc2)CC1 (stereo not given)
    -3	6	-5	-20	-3	-9
CC/C(=C(\c1ccccc1)c1ccc(OCC[N+](C)(C)C)cc1)c1ccccc1
    91*	90*	91*	91*	93*	90*
[N-]=[N+]=NC(=O)c1ccc(S(=O)(=O)c2ccc(F)cc2)cc1
    8	13	3	8	22	39
OCC1CCc2ccccc2C1 (stereo not given)
    22	3	31	-4	-8	18
C[C@H]1SC(c2ccc(Cl)cc2Cl)N(NC(=O)c2ccncc2)C1=O (stereo not given in full)
    1	-12	19	-6	4	-1
CC(=O)OCCSCCOC(C)=O
    12	76*	39	81*	29	78*
O=C(/C=C/c1ccc(Cl)cc1)c1ccccc1
    -43	-4	-8	-20	-1	-16
CN(C)C(=S)/N=c1\ssc(=Nc2ccccc2)n1-c1ccccc1
    32	29	28	46	14	32
Nc1ccccc1SC(CC(=O)c1ccccc1)c1ccc([N+](=O)[O-])cc1 (stereo not given)
    2	8	32	22	-5	-1
CC1=N[C@](C)(C2CC3C=CC2C3=O)COC1=O (stereo not given in full)
    -2	-16	-12	-27	-18	-5
CC(=O)OC[Si](C)(C)O[Si](C)(C)C
    1	-18	0	-19	-18	-52
NC(=O)c1cccc(C2OC(COP(=O)(O)O)C(O)C2O)c1 (stereo not given)
    2	-18	-12	-7	-8	-10

Retrieved one by one from the list above (7):
Fields: yeast cln2 rad14	yeast rad50	yeast bub3	sgs1 mgt1	yeast mec2-1	yeast mlh1 rad18
CC/C(=C(\c1ccccc1)c1ccc(OCC[N+](C)(C)C)cc1)c1ccccc1
    91*	90*	91*	91*	93*	90*
NC(=O)c1cccc(C2OC(COP(=O)(O)O)C(O)C2O)c1 (stereo not given)
    2	-18	-12	-7	-8	-10
CC(=O)OCCSCCOC(C)=O
    12	76*	39	81*	29	78*
CC1=N[C@](C)(C2CC3C=CC2C3=O)COC1=O (stereo not given in full)
    -2	-16	-12	-27	-18	-5
CCC1(CC)C(=O)NN(C(=O)c2ccccc2)C1=O
    14	19	-4	28	-20	-43
O=CC(O)C(O)C(O)C(O)C(O)C(O)CO (stereo not given)
    -2	16	6	28	11	20
CC(C)CCCC(C)C1CCC2C3CCC4CC(=O)/C(=C\O)CC4(C)C3CCC12C (stereo not given)
    39	70*	26	79*	52	67

New compounds follow
Fields: yeast cln2 rad14	yeast rad50	yeast bub3	sgs1 mgt1	yeast mec2-1	yeast mlh1 rad18
CCCCCCCCN1CNC(=O)NC1
    59	5	-29	-18	-21	2
CCOC(=O)c1ccc(NC(=O)Oc2ccc(SC)cc2)cc1
    9	8	23	0	-5	7
CC(C)C1=CC2=CC(=O)C3C(C)(C)CCCC3(C)C2=C(O)C1=O (stereo not given)
    86*	88*	87*	90*	90*	88*
CCOC(=O)N1N=NC(C)C1(c1ccccc1)N1CCCCC1 (stereo not given)
    9	7	5	-24	-6	-2
Cc1cccc2c1C1OC(=O)C3CCC=C2C31 (stereo not given)
    65	30	28	13	54	42
O=C(O)C/C1=C/CCCCCC1
    18	-4	7	11	-3	-22
CC(Br)(CBr)CCC(C)(Br)CBr (stereo not given)
    -10	7	-3	9	11	12
CN(C)CCN(C=O)CCN(C)C
    -9	10	1	4	4	0
COC(=O)C1CCC(=O)NCCCCC(NC(=O)C(CC(=O)OCc2ccccc2)NC(=O)OCc2ccccc2)C(=O)N1 (stereo not given)
    12	-2	28	23	4	-24
CO[C@H]1/C=C/O[C@@]2(C)Oc3c(C)c(O)c4c(O)c(c(/C=N/N5CCN(C)CC5)c(O)c4c3C2=O)NC(=O)/C(C)=C\C=C\[C@H](C)[C@H](O)[C@@H](C)[C@@H](O)[C@@H](C)[C@H](OC(C)=O)[C@@H]1C
    23	5	1	-27	3	21
COC(=O)/C(=N/NC(C)(C)C)C(C(=O)OC)C(=O)C(=O)Nc1nc2ccc([N+](=O)[O-])cc2s1 (stereo not given)
    -10	33	0	-23	8	27
O=S(=O)(Nc1cc(C(F)(F)F)ccc1Cl)c1ccc(Cl)cc1
    0	4	23	7	4	13
CCCC(C)C(=O)O (stereo not given)
    23	23	29	4	-2	20
O=C1CSC(=S)N1c1ccc(F)cc1F
    -9	90*	84*	65	23	70*
CC(C)(C)OC(=O)NO
    2	-1	5	0	3	5
O=c1cc(CO)oc(C(Nc2cccc(Cl)c2)c2ccccc2)c1O (stereo not given)
    -15	34	10	23	-5	21
CC1=CC(C)(C)Nc2ccc(CSc3ccccc3)cc21
    20&-1	36&8	61&29	14&12	6&12	16&37
NC(=O)N1CCCCN1C(N)=O
    -55	10	7	-2	-8	-5
CCC(CC)NC(CC)COC(=O)c1ccc(N)cc1 (stereo not given)
    0	8	6	0	-4	-5
CCC/C=C/C(C(=O)OCC)(C(=O)OCC)C(C)C
    -27	-11	28	9	14	23

High-throughput results: PubChem, NCI
